# Assay outcomes (PubChem BioAssay)
# Dynein cargo inh: dynein cargo transport inhibition. 3617.4 mouse cells, GR-EGFP nuclear translocation imaging; test concentration mostly 20 µM; stimulated with dexamethasone, 1 µM; stronger effect = lower value. z-score, hits read low. hit rate 0.47% among 220,000;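 active = plate z-score of nuclear minus cytoplasmic receptor signal below a set negative limit, without overly bright fluorescence or cell loss, cut at about -3.5 in these data, passing the limit was not always enough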;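 note: z-score of nuclear minus cytoplasmic ring GR-EGFP intensity difference per well; some compounds called inactive have numbers as strong as hits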
#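 Buffer or medium: tet-free medium with charcoal-stripped serum / Also added: dexamethasone agonist, 1.0 µM final, for 30 min / Timing: induction 48 h, compound 1 h, agonist 30 min / Measured by: high-content fluorescence imaging after fixation / Read-out: nuclear-to-cytoplasmic GR-EGFP distribution per well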
# ER stress rescue: rescue of cells from ER stress-induced death, primary screen, 384-well, CSM14.1, thapsigargin, ATP luminescence (AID 1222) | CSM14.1 thapsigargin-induced death rescue, ATP luminescence; higher % means a stronger effect | cellular ATP content (survival), % at 20 µM, or EC50 in µM where a hit was titrated | 190,000 tested, under 10 active;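 active = EC50 below 50 µM in the dose-response confirmation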;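 note: death triggered by thapsigargin at about 15 µM added after 2 h compound pretreatment; cell ATP read after overnight thapsigargin exposure of roughly 18 to 22 hours; normalized against plate controls of thapsigargin alone and 5% DMSO vehicle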
# Lipid droplet: modulators of hepatic lipid droplet formation | AML12 mouse hepatocytes, oleate lipid droplets, BODIPY imaging | inhibition, % at 6.5 µM | hit rate 0.4% among 240,000 | AID 1656;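 active = lipid droplet intensity inhibited by at least 50%, with more than 500 cells counted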
#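 Material – mouse AML12 hepatocyte cell line, fixed after treatment · Compound dosing – one dose, 6.5 µM compound · Times – compound with oleate, overnight · Measured by – Image-based BODIPY and DAPI two-channel analysis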
# bCat nuc transl: beta-catenin nuclear translocation modulation. HeLa beta-catenin nuclear translocation, immunofluorescence imaging. nuclear translocation activity, % at 5 µM. hit rate 0.3% among 190,000. AID 1665;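 active = nuclear translocation activity above 50% at 5 µM, with a well cell count of 50 or more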;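 note: per-cell ratio of nuclear to cytoplasmic median beta-catenin stain intensity; plate controls were DMSO negative control for no effect and GSK-3 inhibitor IX positive control for full effect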
#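 Signal – beta-catenin immunofluorescence imaging with DAPI · Test system – human HeLa cell line · Dosing – 5 µM primary single dose, 0.1% DMSO, 0.02–20 µM confirmation series · Measure – % activation, nuclear-to-cytoplasmic median beta-catenin signal ratio per cell · Incubation – 24 h compound exposure at 37°C, 5% CO2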
# T cell modulator: modulates CD8 T cell binding to vesicles | 2C CD8+ T cell-vesicle binding, flow cytometry; stronger effect = lower value | calls only at 7 µM | AID 2052 | hit rate 0.068% among 330,000;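 active = response, share of CD8 T cells binding vesicles, and their 90th percentile fluorescence all below set limits, cut at about 80% in these data, passing the limit was not always enough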
#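 Benchmarks: naked versus QL9-loaded vesicles / Assay system: purified 2C TCR transgenic mouse naive CD8+ T cells / Technique: high-throughput flow cytometry with anti-B7-1 and anti-CD8 staining / Timing: Cell–vesicle co-incubation 1.5 h at 37 °C, staining 20 min on ice / Read-out: percent CD8+ FL2 mean versus row control / Probe or stimulus: QL9-loaded Drosophila micro-vesicles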
# Salmonella PhoP GFP: PhoP-dependent GFP reporter repression – Salmonella Typhimurium, primary screen (AID 1863); S. Typhimurium PhoP-regulated promoter GFP reporter, 4 h; higher % means a stronger effect; hit rate 0.16% among 300,000; one-dose inhibition, % at 50 µM; IC50 in µM for titrated hits;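 active = inhibition over 29.93%, a cutoff 3 SD above the screen mean, later confirmed by dose response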;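 note: 0% = low Mg2+ inducing control and 100% = high Mg2+ repressing control; strong numbers were not always called active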
# MT stabilize HCS: microtubule stabilization, imaging screen | HeLa tubulin immunostaining HCS, 24 h; share of cells brighter than vehicle mean+2SD | % tubulin-high responders, % at 10 µM | hit rate 0.83% among 200,000 | AID 2205;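 active = plate Z-score above 3 for both tubulin-high and condensed-nucleus cell shares, with cell loss under 80%, at 10 µM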;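 note: anti alpha tubulin signal scored within the nucleus-defined area of each cell; some results filed as inactive read as strong as hits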
# Autophagy HCS: alters autophagy in cells | MEF GFP-LC3 puncta imaging; test concentration mostly 10 µM | calls only at 10 µM (by protocol) | hit rate 0.98% among 190,000 | AID 463193;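 active = percentage of spot-positive cells more than 3 SD above its plate mean, without a fluorescence outlier flag or 80% toxicity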;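 note: spot-positive cell cutoff set from DMSO-treated cells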
# Insulin prom up: MIN6 insulin promoter up-regulation; z-score at 5 µM; MIN6 insulin promoter-GFP reporter, high-content imaging; stronger effect = higher value; hit rate 0.3% among 190,000;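 active = z-score above 3 at 5 µM with at least 500 cells counted in the well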
# Dynein cargo inh cytoplasmic EGFP: second read-out of Dynein cargo inh, no call of its own (marks repeat the call); z-score; measured here: cytoplasmic GR-EGFP intensity; stronger effect = higher value
# Dynein cargo inh nuclear GR-EGFP: recorded beside Dynein cargo inh, whose call it bears; z-score; measured here: nuclear GR-EGFP intensity;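 lower value marks the stronger effect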
# Dynein cargo inh cell count: second read-out of Dynein cargo inh, no call of its own (marks repeat the call); z-score; measured here: cell count per field
# Insulin prom up cell count: recorded beside Insulin prom up, whose call it bears; cell count; measured here: cytotoxicity, nuclei count;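 total cells summed across four imaged fields per well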
# Lipid droplet cells 6.5 µM: further read-out of Lipid droplet, marked with its call; cell count; measured here: cell count, cytotoxicity flag;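 cells counted across two imaged fields per well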
# bCat nuc transl cell count 5 µM: recorded beside bCat nuc transl, whose call it bears; cell count; measured here: cell count, cytotoxicity flag
# T cell modulator vesicle-bound %: recorded beside T cell modulator, whose call it bears; double positive events, %; measured here: CD8+ vesicle-bound cell fraction;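 binding gate set so that unloaded-vesicle control wells show 10% double positive cells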
# MT stabilize HCS Hoechst-high %: recorded beside MT stabilize HCS, whose call it bears; % Hoechst-high responders; measured here: nuclear condensation Hoechst responders;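 share of cells brighter than vehicle mean plus two SD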
# MT stabilize HCS cytotoxicity %: recorded beside MT stabilize HCS, whose call it bears; toxicity, %; measured here: cytotoxicity by cell density;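 0% = mean cell density of plate MIN control wells and 100% = no cells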
# Autophagy HCS cell loss 18 h: further read-out of Autophagy HCS, marked with its call; toxicity, %; measured here: cell loss, nuclei count;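 cell loss after 18 h compound exposure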
# Numbers without * were called inactive; i = inactive; · = no result given. Not a hit list, and some 3% of all compounds hit somewhere here.
mol	Dynein cargo inh	Dynein cargo inh cytoplasmic EGFP	Dynein cargo inh nuclear GR-EGFP	Dynein cargo inh cell count	ER stress rescue	Lipid droplet	Lipid droplet cells 6.5 µM	bCat nuc transl	bCat nuc transl cell count 5 µM	T cell modulator	T cell modulator vesicle-bound %	Salmonella PhoP GFP	MT stabilize HCS	MT stabilize HCS Hoechst-high %	MT stabilize HCS cytotoxicity %	Autophagy HCS	Autophagy HCS cell loss 18 h	Insulin prom up	Insulin prom up cell count
CC(=O)Nc1ccc(S(=O)(=O)Oc2ccc(C(=S)N3CCCCC3)cc2)cc1	1.4	-0.21	0.95	-1.6	0.7%	-34	617	0.3	572	i	2	25%	3.3	2.3	6.6	i	1	0.03	1056
Cc1c(Cl)c([N+](=O)[O-])nn1CC(=O)NC(C)C1CC2CCC1C2 (stereo unspecified)	-0.15	0.18	0.32	-0.49	2.2%	-1	773	-0.5	1236	i	2	8%	1.8	2.0	10	i	8	0.59	825
COc1ccc(NC(=O)OC(C)C)cc1	0.44	-0.19	-0.41	-1	0.3%	·	·	-3.5	1416	i	49	-6%	2.4	0.9	0.6	i	-4	-0.41	1460
O=C(c1ccc(S(=O)(=O)N2CCCCCC2)cc1)N1CCN(c2ccccn2)CC1	-0.16	-0.089	-0.33	0.36	-3.0%	5	635	0.4	1056	i	5	-8%	1.5	1.5	4.8	i	-11	-0.03	1759
CCCCC(=O)NCc1ccc2c(c1)cc(C)n2C	-0.0068	-0.3	0.047	-0.058	-0.1%	·	·	0.4	1396	i	33	7%	4.1	1.9	2.4	i	14	0.82	1560
CCn1c(SCC(=O)NCc2ccccc2)nnc1-c1cccnc1	-0.47	-0.17	-0.23	0.45	0.1%	10	665	-0.5	1549	i	62	9%	2.1	2.4	11	i	-28	-0.15	1472
CS(=O)(=O)NCCSCc1ccco1	-0.41	-0.11	0.22	0.57	1.8%	·	·	-1.2	950	i	37	1%	3.3	2.3	2.1	i	16	0.51	1111
CCO[C@H]1OC(C(N)=O)=C[C@@H](c2coc3ccccc3c2=O)[C@@H]1CCCO	0.71	-0.21	0.76	-1.2	0.6%	-8	686	0.4	962	i	9	5%	0.9	0.6	2.9	i	38	1	1513
CSc1ccc(CN(C)CC(=O)Nc2ccc(C)cc2Br)cc1	2.6	-0.16	1.2	-1.7	0.3%	-14	648	-1.6	1032	i	52	14%	5.9	3.6	16	i	-2	-0.39	1440
O=C1c2oc3ccc(F)cc3c(=O)c2C(c2ccc(F)cc2)N1CCCN1CCOCC1 (stereo unspecified)	-0.21	0.093	0.1	-0.56	·	·	·	·	·	i	52	·	4.5	3.6	6.3	i	13	·	·
NC(=O)c1cc2n(n1)C(C(F)(F)F)CC(c1ccco1)N2 (stereo unspecified)	0.27	0.048	0.39	0.56	-0.3%	-2	781	1.3	912	i	54	-14%	2.2	3.6	6.7	i	-7	1	1265
COC(=O)c1ccc(C(=O)NC(=S)Nc2nc3c(s2)CCCC3)cc1	0.52	-0.16	0.18	-0.44	2.1%	0	498	2.5	966	i	49	-4%	3.2	0.8	5.6	i	3	-0.17	1388
COc1ccccc1C(=O)N1CCN(C2CCN(Cc3ccccc3)CC2)CC1	-0.71	-0.31	-0.12	0.14	-2.8%	0	822	2.4	1003	i	46	-8%	1.8	0.7	32	i	-6	-0.05	1084
COc1ccc([N+](=O)[O-])cc1NC(=O)COC(=O)c1ccccn1	0.16	1.3	0.24	-0.42	-1.8%	-26	735	-2.3	1126	i	31	-9%	2.6	2.3	6.3	i	-8	0.74	1338
CC1(CC(=O)N/N=C/c2cc(Br)c(O)cc2O)OCCO1	-0.61	-0.16	0.19	1.2	0.7%	·	·	-0.7	1358	i	14	-4%	2.7	2.0	4.1	i	12	0.72	1421
Cc1cc(C(=O)N/N=C/c2c(C)[nH]c3ccccc23)n[nH]1	-0.54	1.5	0.58	1.1	·	26	676	-0.2	1248	i	50	·	·	·	·	·	·	·	·
CCS(CC)=NS(=O)(=O)c1ccc(NC(C)=O)cc1	1.2	-0.16	0.42	-2.3	1.9%	·	·	·	·	i	45	3%	2.5	1.5	6.1	i	1	·	·
CCC(c1nnnn1CCOC)N1CCN(Cc2ccccc2)CC1 (stereo unspecified)	-0.62	-0.21	-0.34	-0.24	-3.7%	14	616	0.0	996	i	16	13%	3.9	3.6	7.4	i	2	0.14	1716
Nc1nc(-c2cccnc2)nn1C(=O)c1ccco1	-0.21	-0.12	0.18	0.47	-0.4%	-1	770	-0.6	1149	·	·	-1%	1.7	2.0	6.1	i	-7	0.45	1206
Cc1cc(C)nc(NS(=O)(=O)c2ccc(NC(=O)Cc3ccccc3)cc2)n1	0.28	-0.2	0.59	-0.42	0.2%	-3	705	-2.0	1108	i	41	-2%	5.6	2.2	6.6	i	6	-0.34	1087
CCCC(N)CCCCCC(=O)O (stereo unspecified)	0.14	-0.16	0.31	-0.86	0.0%	24	812	0.3	952	·	·	-5%	2.0	1.9	1.1	i	6	-0.56	807
O=c1oc2c(CN3CCOCC3)c(O)ccc2c2ccccc12	0.0046	-0.2	0.84	0.28	-1.0%	·	·	-0.9	1401	i	43	13%	2.4	2.3	9.2	i	-2	-0.15	1711
OC(C#Cc1ccccn1)c1cccs1 (stereo unspecified)	-0.33	-0.096	-0.056	-0.7	-1.7%	·	·	2.3	731	i	44	-10%	4.5	1.8	7.5	i	12	-0.11	1083
CCOc1cc(C)c(C(C)C)cc1S(=O)(=O)n1cnc(C)c1	-0.68	-0.31	0.026	0.7	-0.9%	-15	770	-0.2	1325	i	47	2%	18*	20*	43*	i	32	-0.08	1297
COC(=O)c1c(O)cc(=O)n2c1CCCCC2	0.75	-0.29	0.65	-0.41	-0.3%	6	676	-2.1	1129	i	28	7%	4.6	2.2	11	i	-4	1.9	1241
CSc1ccc(/C=C/C(=O)OCC(=O)N(C)CCC#N)cc1	-1.1	-0.27	-0.15	0.25	0.3%	-11	653	-3.3	1044	i	35	1%	6.0	3.4	3.7	i	-1	0.06	1206
Cc1nnc(NC(=O)c2sc3ccccc3c2Cl)s1	0.23	-0.34	0.28	-0.27	-6.2%	·	·	-1.8	791	i	30	-11%	5.1	3.1	2.8	i	-8	0.89	1182
Cc1cccc(-n2c(-c3ccncc3)n[nH]c2=S)c1C	0.0018	-0.2	0.035	-0.072	0.4%	-1	642	-3.5	1136	i	46	-7%	2.2	1.9	9.6	i	17	1.1	1776
Cc1nn(CC2CC2)c(=O)n1-c1ccc(F)cc1	1.7	-0.34	0.29	-1.7	·	4	688	2.5	1147	i	10	6%	2.7	2.2	9.5	i	4	-0.57	1424
COc1cccc(N(CC(=O)Nc2cccnc2)S(C)(=O)=O)c1	-1.1	-0.21	-0.59	-0.12	0.6%	9	683	1.2	1500	i	57	-2%	2.8	1.8	2.3	i	16	0.78	1389
COc1ccc(NC(=O)N2CCCCCC2)cc1	-0.3	-0.25	0.43	0.74	-0.8%	·	·	-0.4	1494	i	45	-3%	5.4	2.2	6.0	i	10	0.63	1475
COc1ccc(OC)c(C(c2nnnn2CC2CCCO2)N2CCN(C)CC2)c1 (stereo unspecified)	-0.59	-0.23	0.072	0.11	0.1%	-9	767	-1.1	1044	i	55	3%	3.7	2.3	13	i	-14	0.51	697
Cc1cccc(NS(=O)(=O)c2ccc(C)c(C(N)=O)c2)c1	2.3	-0.21	1	-1	-1.2%	-17	692	2.1	1069	i	48	7%	3.2	1.0	4.8	i	11	-0.5	1336
CCc1ccc(OCc2nnc(NC(=O)c3cccs3)s2)cc1	-0.64	0.023	-0.29	0.28	-1.2%	·	·	·	·	i	65	25%	3.4	1.9	3.0	i	-1	-0.06	1011
COc1ccc(-c2c[n+]3c(n2-c2ccccc2)SCC3)cc1OC	-0.88	-0.38	-0.43	0.81	-0.9%	4	658	-3.3	1063	i	28	0%	6.8	1.2	7.0	i	0	-0.16	1379
COc1ccc(CC(=O)N2CCN(c3ccc(C4=NNC(=O)CC4C)cc3)CC2)cc1 (stereo unspecified)	0.095	-0.21	0.65	0.23	-0.1%	·	·	-1.1	1372	i	43	2%	3.9	2.0	1.8	i	5	-0.83	1617
